Glioma ERSR ind – qHTS for Inducers of the Endoplasmic Reticulum Stress Response (ERSR) in Human Glioma: qHTS. 0.02% of 420,000 active. Potency, µM, without a hit: at the highest dose activation, actives largely listed as activators. U87-MG GRP78 promoter luciferase reporter, 16 h; also: series mostly up to about 76 µM; % of control where 0% means no effect; nearly all actives have a fitted effect of over 35% in size
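ERSR induction read as luciferase luminescence (Bright-Glo, 10 min at room temperature) in stably transfected human U87-MG glioma cells exposed to compounds for 16 h, using GRP78 as sensor.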
12-LOX inh – Primary qHTS assay for inhibitors of human arachidonate 12S-lipoxygenase (ALOX12): Round 2 | Polyunsaturated fatty acid lipoxygenase ALOX12 (Homo sapiens), P18054 | Potency, µM (top dose mostly 108 µM), inactives show at the highest dose activity change, negative = inhibition, most hits filed as inhibitors | 1.1% of 580,000 active | AID 1671190, 2021 | purified 12hLO, xylenol orange hydroperoxide absorbance; also: % is scaled to controls: 0 for no effect and ±100 for the full control effect
Target sequence (P18054 whole entry, looked up): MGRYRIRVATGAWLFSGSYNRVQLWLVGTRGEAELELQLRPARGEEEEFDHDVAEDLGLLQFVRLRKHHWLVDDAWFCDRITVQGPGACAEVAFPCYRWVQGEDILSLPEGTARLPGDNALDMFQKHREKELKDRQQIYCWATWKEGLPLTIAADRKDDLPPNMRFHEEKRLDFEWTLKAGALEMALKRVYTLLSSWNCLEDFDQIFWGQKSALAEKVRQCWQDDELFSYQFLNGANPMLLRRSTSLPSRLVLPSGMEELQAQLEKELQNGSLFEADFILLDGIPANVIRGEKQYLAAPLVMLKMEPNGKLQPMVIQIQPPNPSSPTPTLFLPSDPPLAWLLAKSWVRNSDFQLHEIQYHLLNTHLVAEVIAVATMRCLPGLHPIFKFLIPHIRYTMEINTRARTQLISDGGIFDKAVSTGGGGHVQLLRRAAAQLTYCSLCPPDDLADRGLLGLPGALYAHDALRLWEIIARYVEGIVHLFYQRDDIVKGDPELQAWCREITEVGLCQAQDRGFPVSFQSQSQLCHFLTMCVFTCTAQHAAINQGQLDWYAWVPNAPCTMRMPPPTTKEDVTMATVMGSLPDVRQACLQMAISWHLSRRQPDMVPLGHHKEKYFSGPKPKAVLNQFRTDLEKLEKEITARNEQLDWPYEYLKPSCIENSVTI
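Hydroperoxide product was detected by ferrous iron/xylenol orange as the 573 to 405 nm absorbance ratio. Arachidonic acid at 40 uM (final) was turned over for 30 min at room temperature by 150 nM human 12hLO, pH 7.0 Hepes buffer, after 15 min compound preincubation.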
Active calls of the source: *; ? = inconclusive; [ ] = another dose, or the depositor's remark. Calls follow the shape of the dose curve; as a rule, active = well fitted curve in the direction sought with a large enough effect; inconclusive = small, poorly fitted or top-dose-only effect, or another doubt; inactive = no such curve, though single readings can be large; an effect the other way counts as inactive or inconclusive. Potency is read from the fitted curve at half-maximal effect.

structure | Glioma ERSR ind | 12-LOX inh
OC1(c2ccc3c(c2)CN(Cc2ccccn2)CCO3)CCN(c2ccccc2F)CC1 | -3% | 72%[activator]
O=c1c(-c2cccc(F)c2)nc2cncnc2n1Cc1ccc(F)cc1 | -4% | ?
CN(Cc1ccco1)c1ccnc(-c2cccc(NS(C)(=O)=O)c2)n1 | 6% | ?
OCc1cc2c(cn1)[nH]c1ccccc12 | -3% | 14%
COc1ccc(CNc2ccnc(-c3ccccc3CN(C)C)n2)c(OC)c1 | -5% | 3%
Cc1nc2cnc(N3CCNCC3)nc2n(C2CC2)c1=O | -4% | 0%
CO[C@H]1[C@H](NC(=O)c2ccsc2)c2ccccc2C12CCN(Cc1ccc3c(c1)OCO3)CC2 | 0% | 1%
COc1ccc(-n2c(=O)c(-c3cccs3)nc3cnc(Nc4cccc(OC)c4)nc32)cc1 | -3% | 14%
CCNc1ncc2nc(-c3ccccc3)c(=O)n(CCOC)c2n1 | -4% | ?
Nc1nc2c(ncn2CCC(CO)CO)c(=O)[nH]1 | -3% | -10%[22.9 µM]
O=S(=O)(c1ccccc1)N1CCC2(CC1)CN(c1ccncc1)C2 | -3% | -3%[57.4 µM]
CCOc1ccc(CN2CCOc3ccc(C(O)c4cccnc4)cc3C2)cc1 (stereo unspecified) | -4% | 34%[activator]
CN1CCN(c2nc(-c3cccc(NS(C)(=O)=O)c3)nc3ccccc23)CC1 | 0% | ?
Cc1ccc2occ(CN3CCOc4ccc(C(C)(O)COc5ccccc5)cc4C3)c(=O)c2c1 (stereo unspecified) | -5% | -2%
Cc1o[nH]c(=O)c1CC[C@H](N)C(=O)O | -1% | ?
C/C1=C\[C@@H](O)C(C(C)C)C(OC(=O)c2ccc(O)cc2)C/C(C)=C/CC1 (stereo partly specified) | 5% | 4%
CC(=O)N1CCC[C@@]2(CCN(Cc3nccs3)C2)C1 | -3% | -17%[57.4 µM]
COc1cc(-c2cnc3ccccc3c2)cc2c1OCCN(C(=O)CCn1nc(C)cc1C)C2 | -1% | 8%
CCCCn1c(=O)c2[nH]c(C34CC5CC(CC3C5)C4)nc2n(CCCO)c1=O | -6% | ?
Cc1c(C(=O)N2CCN(C(C)C)CC2)sc2ncnc(NCc3ccco3)c12 | -4% | 11%
O=C(CN1CCN(Cc2ccc3c(c2)OCO3)CC1)N1c2ccccc2Sc2ccccc21 | -5% | 0.79µM*
CN(C)c1ncnc2ccc(-c3cccc(NS(C)(=O)=O)c3)cc12 | -2% | -10%
COc1ccccc1C1CN(Cc2c(O)cccc2OC)Cc2ccccc2O1 (stereo unspecified) | -6% | 15%
COCCn1c(=O)c(-c2cc(F)cc(F)c2)nc2cnc(N3CCN(C)CC3)nc21 | 0% | ?
COc1ccc2[nH]cc(CCNc3ncncc3-c3ccccc3CN(C)C)c2c1 | -1% | -15%
O=C(c1cccc(F)c1)N1CCC2(CC1)CCN(C(c1ccccc1)c1ccccc1)CC2 | -4% | 9%[57.4 µM]
COc1ncc2nc(C)c(=O)n(CCc3ccccc3)c2n1 | -3% | 58%
CCN1CCCC1CNC(=O)c1cnn(-c2ncc(C)c(-c3ccc(F)cc3)n2)c1C(C)C (stereo unspecified) | -5% | 1%
O=C(Nc1ccccc1)N1CCC2(CC1)CCN(S(=O)(=O)c1ccccc1)CC2 | -2% | 9%[57.4 µM]
CCOC(CN1CCN(CC(C)C(=O)c2ccccc2)CC1)c1ccccc1 (stereo unspecified) | -5% | ?
COC(=O)N1CCC2(CCCN(C(=O)Nc3cccc(C#N)c3)C2)CC1 | 17% | -20%[57.4 µM]
N#Cc1cccc(NC(=O)N2CC[C@@]3(CCCN(C(=O)c4ccco4)C3)C2)c1 | -3% | -26%[57.4 µM]
Cc1cnc(CNc2nc(-c3ccoc3)nc3ccccc23)cn1 | -1% | -9%
Cc1oc(-c2ccccc2NC(=O)c2cccnc2)nc1CNC(=O)C1CCCCCN1C (stereo unspecified) | -2% | 29%
O=C(NCCN1CCOCC1)c1cnn(-c2nccc(-c3cc4ccccc4o3)n2)c1C1CC1 | -4% | 15%
COC(=O)c1cc(CNC(=O)c2ccccc2F)cc(NC(=O)c2ccccc2OC)c1 | 3% | 14%
COc1ccccc1-c1ccnc(-n2ncc(C(=O)N3CCN(C4CCCC4)CC3)c2-c2ccco2)n1 | -5% | -4%
Cc1c(C(=O)NC(C)(C)C)sc2ncnc(NCCN(C)C)c12 | -4% | 9%
COCCNc1ncnc2ccc(-c3ccc(C(=O)N(C)C)cc3)cc12 | 2% | ?
O=C(c1cnccn1)N1CCC2(CCCN(C(c3ccccc3)c3ccccc3)C2)CC1 | 45µM* | -25%[57.4 µM]
COc1cccc(C2(CC(=O)N3CCCCC3CO)CC(=O)N(C)C2=O)c1 (stereo unspecified) | -1% | 17%
O=S(=O)(c1ccccc1)N1CCC2(CC1)CN(c1ccccn1)C2 | -1% | -2%[57.4 µM]
COc1ncc2nc(-c3cc(F)cc(F)c3)c(=O)n(Cc3cccs3)c2n1 | -1% | 107%[activator]
COCCNc1nc(-c2ccccc2C(F)(F)F)nc2ccccc12 | -5% | ?
CC(CC(c1ccccc1)c1ccccc1)NC(C)(C)C (stereo unspecified) | -4% | 23%
O=C(c1cnccn1)N1CCC2(CCN(Cc3ccccc3)CC2)CC1 | -3% | -13%[57.4 µM]
Cc1nnc(C(C)C)n1C1C[C@H]2CC[C@@H](C1)N2CC[C@H](NC(=O)C1CCC(F)(F)CC1)c1ccccc1 (stereo partly specified) | -3% | -25%[57.4 µM]
COCCn1c(=O)c(-c2cccs2)nc2cnc(Oc3cccc(Cl)c3)nc21 | -5% | 0%
COc1ccc(-n2c(=O)c(-c3cccs3)nc3cnc(N4CCOCC4)nc32)cc1 | 1% | ?
CN1CCN(c2ccnc(-c3ccccc3C(F)(F)F)n2)CC1 | -3% | ?
COCc1ccc(C(=O)N2CCOc3ccc(CN4CCN(c5ccc(F)cc5)CC4)cc3C2)o1 | -4% | 1%
O=C(c1ccncc1)N1CCC2(CC1)CCN(c1ccccn1)CC2 | -4% | -1%[57.4 µM]
COc1ccc(OC)c(CN2C[C@H](Sc3ccc(F)cc3)C[C@H]2C(=O)N(C)C)c1 | -7% | 1%
Cc1ccc(CN2CCOc3ccc(CN4CCN(CCO)CC4)cc3C2)s1 | -4% | 3%
CN(C)C(=O)n1nnnc1Cc1ccc(-c2ccccc2)cc1 | -3% | 0%
COc1cccc(Cn2c(=O)c(-c3cccs3)nc3cnc(N4CCNCC4)nc32)c1 | -1% | ?
COc1ccc2[nH]cc(CCNc3nc(-c4ccc(C(=O)N(C)C)cc4)nc4ccccc34)c2c1 | 6% | ?
O=C(O)C1NCCN(C(=O)c2ccc3c(ccc4ccccc43)c2)C1C(=O)O (stereo unspecified) | 0% | ?
COc1cc(-c2nc(C)cnc2C)cc2c1OCCN(C(=O)Cn1nc(-c3ccccc3)c3ccccc3c1=O)C2 | -1% | 0%
O=C(O)Cc1csc(-c2ccc(Cl)cc2)n1 | -2% | 1%

More results
structure | Glioma ERSR ind | 12-LOX inh
O=c1c(-c2ccc(Cl)cc2)nc2cncnc2n1Cc1ccc(F)cc1 | -3% | 110%[activator]
CCNc1ncc2nc(-c3cccs3)c(=O)n(C)c2n1 | 5% | ?
CN(C)c1ncc2nc(-c3ccc(Cl)cc3)c(=O)n(-c3ccccc3)c2n1 | 2% | 0%
O=S(=O)(c1ccccc1)N1CCC2(CCN(c3ccncc3)CC2)CC1 | -3% | -5%[57.4 µM]
COc1ccc(C(=O)N2CCC3(CCCN(Cc4ccccc4)C3)CC2)cc1 | -3% | -5%[57.4 µM]
C[C@@H]1Nc2ccc(Cl)cc2S(=O)(=O)N1 | -4% | 162%[activator]
CS(=O)(=O)Nc1cccc(-c2cc(NCc3ccccc3)ncn2)c1 | -2% | 11µM*
CNc1cc(-c2c(C)noc2C)ncn1 | -2% | -27%
CCOC(=O)N1CCN(Cc2ccc3c(c2)CN(C(=O)c2sc(C)nc2C)CCO3)CC1 | 4% | 0%
Cc1ccc(CNc2ncnc3sc(C(=O)N4CCC[C@H]4C(N)=O)c(C)c23)o1 | -6% | -3%
CC(NC(=O)C1CCOCC1)c1nnc2n1CCN(Cc1ccc3ccccc3c1)CC2 (stereo unspecified) | -4% | 9%
c1csc(CNc2ncncc2-c2ccc3c(c2)OCO3)c1 | -1% | 28µM*
Cc1cccc2c(N3CCCC3)nc(CNS(=O)(=O)c3ccc4ccccc4c3)nc12 | -6% | 14%
Cn1cccc1C(=O)N1CCC2(CC1)CCN(c1ccc(-c3ccccc3)cc1)CC2 | -5% | 3%[57.4 µM]
C#CCN(Cc1nc(N2CCOCC2)c2ccc(Cl)cc2n1)Cc1ccco1 | -2% | 35%[activator]
O=C(c1ccco1)N1CCC2(CCCN(Cc3ccncc3)C2)CC1 | -2% | -18%[57.4 µM]
CN(C)c1ccc(-c2nc(N3CCNCC3)c3ccccc3n2)cc1 | -5% | ?
COc1cccc(-c2ccc3ncnc(NCc4ccc(OC)cc4OC)c3c2)c1 | -3% | ?
COc1ccc(CN2CCC(n3cc(C(=O)N4CCCC4)nn3)CC2)c(OC)c1C | 0% | 9%
CCNc1ncc2nc(-c3ccc(OC)cc3)c(=O)n(Cc3cccs3)c2n1 | -1% | ?
COCc1c(C(=O)N2CCN(c3ccccc3)CC2)cnn1-c1nccc(-c2ccco2)n1 | -1% | 5%
COc1cc(=O)n2c(c1C(=O)NCc1ccco1)CCN(Cc1ccc3ccccc3c1)CC2 | -5% | -7%
O=C(NC[C@@H]1CCCN2CCCC[C@H]12)c1cnn(-c2nccc(-c3ccco3)n2)c1C1CC1 | -1% | 6%
COc1c(O)c2c(=O)cc(OC)c3c4c(OC)cc(=O)c5c(O)c(OC)c(C[C@@H](C)OC(=O)c6ccccc6)c(c(c1C[C@@H](C)OC(=O)Oc1ccc(O)cc1)c23)c54 | -3% | 24%[6.33 µM]
Cc1cnc(C)c(-c2cc(F)cc3c2OC(CNC(=O)Cc2c(C)noc2C)C3)n1 (stereo unspecified) | 2% | 2%
O=C(c1cccc(N2CCCC2=O)c1)N1CCC(Oc2cccc(CN3CCN(c4ccccn4)CC3)c2)CC1 | -5% | 11%
CCn1c(-c2ccccc2F)nc2cc(C(=O)N3CCCC(CO)C3)cc(NC(C)=O)c21 (stereo unspecified) | -1% | ?
Cc1ccc(Nc2nccc(N(C)c3ccc4c(C)n(C)nc4c3)n2)cc1S(N)(=O)=O | -3% | ?
N#Cc1ccc(CN2CCC3(CC2)CCN(C(=O)c2ccco2)CC3)cc1 | -4% | 2%[57.4 µM]
COc1cccc(Nc2ncc3nc(-c4ccc(Cl)cc4)c(=O)n(C[C@H]4CCCO4)c3n2)c1 | -3% | ?
COc1ccc2[nH]cc(CCNc3nc(-c4ccccc4CN(C)C)nc4ccccc34)c2c1 | -6% | ?
COC(=O)c1cccc(C(=O)N2CCc3c(cnc(C)c3CNC(=O)c3ccsc3)C2)c1 | -4% | 17%
NCCn1c(=O)c(CCc2ccccc2)nc2cncnc21 | -3% | 0%
O=C(c1n[nH]c2c1CCCC2)N1CCOc2ccc(C(O)C(c3ccccc3)c3ccccc3)cc2C1 (stereo unspecified) | -2% | 5%
COCC(=O)Nc1cc(C(=O)N2CCc3c([nH]c4ccccc34)C2)cc2nc(-c3ccccc3)n(C)c12 | -3% | 1%
Cc1noc(C)c1C(=O)N1CCC[C@@]2(CCN(C(c3ccccc3)c3ccccc3)C2)C1 | -5% | -1%[57.4 µM]
Cc1ccccc1N1CCN(S(=O)(=O)CC23CCC(CC2NC(=O)C(N)CCS(C)(=O)=O)C3(C)C)CC1 (stereo unspecified) | -5% | 19%
COc1cccc(-c2nc(NCCNC(C)=O)c3ccccc3n2)c1 | -3% | -10%
Cc1cccc(CNC(=O)c2cnn(-c3ncc(C)c(-c4cccs4)n3)c2C2CC2)n1 | -3% | 2%
O=C(c1cnsn1)N1CCOc2ccc(CN3CCOCC3)cc2C1 | -3% | 6%
CN(C)Cc1ccccc1-c1nc(N(C)C)c2ccccc2n1 | 3% | ?

Entries of single compounds, looked up by structure. Values in the order: Glioma ERSR ind | 12-LOX inh
Cc1cccc(CNC(=O)c2cnn(-c3ncc(C)c(-c4cccs4)n3)c2C2CC2)n1 as listed: -3% | 2%
COc1cccc(-c2nc(NCCNC(C)=O)c3ccccc3n2)c1 as listed: -3% | -10%
COC(=O)c1cccc(C(=O)N2CCc3c(cnc(C)c3CNC(=O)c3ccsc3)C2)c1 as listed: -4% | 17%
Cc1ccccc1N1CCN(S(=O)(=O)CC23CCC(CC2NC(=O)C(N)CCS(C)(=O)=O)C3(C)C)CC1 (stereo unspecified) as listed: -5% | 19%
COCC(=O)Nc1cc(C(=O)N2CCc3c([nH]c4ccccc34)C2)cc2nc(-c3ccccc3)n(C)c12 as listed: -3% | 1%

A portion of the library; the hit share may differ from the screen's.
